Screening results deposited in PubChem BioAssay by Sanford-Burnham Center for Chemical Genomics.
TIM10 inh – TIM10 yeast growth inhibition. 330,000 tested, 1.4% active. AID 463195. inhibition, % at 10 µM. S. cerevisiae TIM10 strain growth, BacTiter-Glo luminescence, 24 h;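 active means inhibition of 40% or more at the single tested concentration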;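 further: wild-type TIM10 isogenic control strain grown at permissive 25 °C; 0% = DMSO yeast wells and 100% = minimal medium wells without yeast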
A3A deaminase – blocks human APOBEC3A ssDNA deamination; 330,000 tested, 0.41% active; inhibition, % at 20 µM; recombinant A3A, FAM/TAMRA ssDNA deamination fluorescence;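 active means at least 40% inhibition at 20 µM here, with at most 30% in a related deaminase screen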;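 further: plate controls were A3A with DMSO for no effect and wells lacking A3A enzyme for full effect; some results filed as inactive read as strong as hits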
Target sequence (P31941 whole entry, looked up): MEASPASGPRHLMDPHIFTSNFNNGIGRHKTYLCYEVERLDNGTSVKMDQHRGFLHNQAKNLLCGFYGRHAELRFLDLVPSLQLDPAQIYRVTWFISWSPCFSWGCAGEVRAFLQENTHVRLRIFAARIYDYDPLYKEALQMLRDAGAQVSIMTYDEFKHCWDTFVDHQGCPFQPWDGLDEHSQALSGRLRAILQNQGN
mIAP inh – mouse IAP inhibition | 330,000 tested, 0.2% active | purified mouse IAP, CDP-Star luminescence, 30 min | AID 2806 | inhibition, % at 10 µM;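 active means inhibition of at least 40% at 10 µM in the primary screen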;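 further: plate controls were DMSO with enzyme for no effect and no enzyme wells for full effect; values of inactives mirror those of a sister screen read the other way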
tim10-1 inh – inhibits growth of tim10-1 mutant yeast | S. cerevisiae tim10-1 ts strain growth, BacTiter-Glo, 24 h | 330,000 tested, 2.2% active | inhibition, % at 20 µM;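 active means inhibition of at least 40%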;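 further: mutant grown at 25 °C; 0% = DMSO wells with yeast and 100% = wells holding no yeast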
mIAP act – mouse IAP activation | muIAP, CDP-Star luminescence, 30 min; stronger effect = higher value; 1 = vehicle-only enzyme signal, 0 = enzyme-free wells | activation factor at 10 µM | 330,000 tested, 0.24% active | AID 2805;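 active means activation factor of at least 2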; further: the source names both 10 and 20 µM as test concentration; values of inactives mirror those of a sister screen read the other way
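Assay system: mouse IAP enzyme; Reagent: CDP-Star chemiluminescent phosphatase substrate; Compound: DMSO-dissolved test compounds; Incubation: 30 min, room temperature; Technique: luminescence from enzymatic CDP-Star hydrolysis; Controls: DMSO-only wells and no-enzyme negative control.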
beta cell repl – inducers of beta-cell replication in MIN6 cells | 330,000 tested, 0.29% active | proliferation, % at 10 µM | MIN6 cells proliferation, ATPlite luminescence, 48 h; cells starved in 0.2% serum; 100% = growth in 10% serum;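 active means compounds whose signal lies at least 3.5 SD above the mean of all wells on their plate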;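 further: 0% = DMSO-treated cells in low-serum medium and 100% = 10% serum control; some compounds called inactive have numbers as strong as hits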
APOBEC3G inh – APOBEC3G (human) deaminase inhibition; inhibition, % at 20 µM; 330,000 tested, 0.28% active; recombinant A3G, ssDNA deamination FAM/TAMRA fluorescence; Q9HC16;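 active means inhibition of at least 40% at 20 µM, with no more than 30% in the related APOBEC3A deaminase screen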;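 further: plate controls were DMSO wells with A3G for no effect and wells lacking A3G enzyme for full effect; some compounds called inactive have numbers as strong as hits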
Target sequence (Q9HC16 whole entry, looked up): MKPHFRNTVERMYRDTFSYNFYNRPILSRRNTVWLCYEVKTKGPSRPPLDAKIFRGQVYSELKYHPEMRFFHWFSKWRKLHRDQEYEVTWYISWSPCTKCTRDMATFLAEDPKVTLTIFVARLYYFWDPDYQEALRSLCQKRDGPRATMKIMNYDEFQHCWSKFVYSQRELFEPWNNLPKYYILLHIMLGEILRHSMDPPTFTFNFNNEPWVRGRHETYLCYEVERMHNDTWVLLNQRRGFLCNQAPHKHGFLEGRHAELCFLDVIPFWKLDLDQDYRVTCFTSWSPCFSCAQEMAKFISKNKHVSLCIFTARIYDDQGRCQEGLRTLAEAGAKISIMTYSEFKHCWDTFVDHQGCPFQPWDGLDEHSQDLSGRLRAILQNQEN
hIAP inh – blocks human intestinal alkaline phosphatase; 330,000 tested, 0.12% active; purified IAP, CDP-Star luminescence, 30 min; inhibition, % at 10 µM;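 active means inhibition reaching a set limit with compound at 10 µM in the primary screen, cut at about 35% in these data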;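 further: plate controls were DMSO wells with enzyme for no effect and no-enzyme buffer wells for full effect; values of inactives mirror those of a sister screen read the other way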
NLRP3 yeast inh – NALP3 inhibition in yeast. inhibition, % at 10 µM. Yeast reconstituted NLRP3/ASC/caspase-1, beta-gal luminescence, 24 h. 330,000 tested, 0.39% active. AID 2825;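 active means inhibition of 50% or more; inactive means inhibition below 50%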;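 further: plate controls were induced DMSO wells for no effect and uninduced yeast grown without galactose for full effect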
* marks the source's active call; other numbers are inactive results; · = not tested or not shown.

1: CC1CCCCN1C(=O)CSc1nnc(-c2c[nH]c3ccccc23)o1 (stereo not given)
2: COc1ccc(OC)c(NC(=O)CSc2nc(-c3ccccc3)cc(=O)[nH]2)c1
3: Cc1ccc(S(=O)(=O)NNC(=O)/C=C/c2cccc(F)c2)cc1
4: CCC1COCCS(=O)(=O)N1Cc1ccccc1F (stereo not given)
5: O=C(NCc1ccco1)C1CCN(S(=O)(=O)N2CCOCC2)CC1
6: Cc1nc(-c2cccc(NC(=O)c3cccs3)c2)cs1
assay / entry	1	2	3	4	5	6
TIM10 inh	26	7	-12	-1	5	15
A3A deaminase	-2	-5	1	-1	-3	-2
mIAP inh	-4	-2	-3	-11	6	-9
tim10-1 inh	33	12	13	5	6	-3
mIAP act	1	1	1	1.1	0.94	1.1
beta cell repl	-2	-2	-6	1	0	-1
APOBEC3G inh	-3	-8	-2	10	-8	-8
hIAP inh	-15	-28	13	1	26	-15
NLRP3 yeast inh	16	3	13	31	13	30

7: O=c1c2c(-c3cccs3)csc2ncn1-n1cccc1
8: Cc1ccc(Cn2c(SCC(=O)Nc3cc(C)on3)nc3ccccc3c2=O)cc1
9: CCN(CC)C(=O)C1CCN(S(=O)(=O)c2ccc(-n3cnnn3)cc2)CC1
10: CCCCNS(=O)(=O)c1ccc2nc(-c3cccnc3)cc(C(=O)NCCOC)c2c1
11: Cc1cn2c(-c3cccnc3)nnc2s1
12: CSc1nsc(SC)c1CO
assay / entry	7	8	9	10	11	12
TIM10 inh	11	-19	8	0	2	9
A3A deaminase	2	5	1	-1	-6	-1
mIAP inh	-4	21	-18	-14	7	11
tim10-1 inh	20	25	6	7	7	16
mIAP act	1	0.79	1.2	1.1	0.93	0.89
beta cell repl	-2	-3	-3	2	-2	0
APOBEC3G inh	1	1	-2	-4	-13	-1
hIAP inh	-5	4	6	-6	6	9
NLRP3 yeast inh	-34	-9	5	-3	9	18

13: Cc1ccc(-n2nc(C(=O)c3ccccc3)n3c(=O)cc(-c4ccccc4)nc23)cc1
14: O=C(Cc1ccccc1)NC1CCN(S(=O)(=O)c2ccc(C(=O)O)cc2)CC1
15: O=C1N(c2ccccc2)C(=Nc2ccccc2)SC12CC2
16: CC(=O)OC[C@H]1O[C@@H](Sc2cccc3cccnc23)[C@H](OC(C)=O)[C@@H](OC(C)=O)[C@H]1OC(C)=O
17: Cc1c(OC(C)C(=O)NCC2CCC(C(=O)O)CC2)ccc2c1oc(=O)c1ccccc12 (stereo not given)
18: Cc1cc(C)c2c(=O)[nH]n(C3CCCCCC3)c2n1
assay / entry	13	14	15	16	17	18
TIM10 inh	-9	10	14	11	-2	4
A3A deaminase	-4	7	2	-2	-2	-1
mIAP inh	12	-12	2	-2	10	-6
tim10-1 inh	-17	0	-2	10	-5	18
mIAP act	0.88	1.1	0.98	1	0.9	1.1
beta cell repl	0	2	-3	0	0	-3
APOBEC3G inh	-9	6	-1	-8	-7	-7
hIAP inh	10	11	-3	15	9	-13
NLRP3 yeast inh	-9	-6	10	14	3	3

19: COc1ccc(CCNC(=O)c2cc(-c3ccc(Cl)c(Cl)c3)oc2C)cc1
20: CCOc1ccc(Br)cc1S(=O)(=O)Nc1cccc(S(=O)(=O)Nc2ccccc2C(=O)O)c1
21: Nc1c(-c2ccccc2)c(CN2CCOCC2)nn1-c1ccccc1
22: NCC(O)(c1ccc(Cl)cc1)c1ccc(Cl)cc1
23: CC(O)[C@H]1CNC(=O)C(=O)N1CC1(c2ccccc2)CC1 (stereo not given in full)
24: CN1CCN(c2nc(-c3cccnc3)nc3ccccc23)CC1
assay / entry	19	20	21	22	23	24
TIM10 inh	29	3	10	19	5	-1
A3A deaminase	2	-5	-2	-6	-3	0
mIAP inh	-243	9	-5	2	18	1
tim10-1 inh	40*	14	11	27	-27	9
mIAP act	3.4*	0.91	1.1	0.98	0.82	0.99
beta cell repl	0	-2	-1	-4	2	-2
APOBEC3G inh	-5	-7	-5	-4	-8	-6
hIAP inh	7	14	-21	-14	0	9
NLRP3 yeast inh	16	3	-12	39	16	16

25: COc1cc(C(=O)NCCCNc2ccc([N+](=O)[O-])cc2)cc(OC)c1OC
26: COc1ccc(C#Cc2ccc3c(=O)c4ccccc4n(C)c3c2)cc1
27: CC(=O)c1c(C(C)=O)c(C)n(NC(=O)c2ccncc2)c1C
28: COC(=O)[C@]1(C)N[C@H](CN(C)C(=O)c2ccc(C)cc2)[C@@H]2C(=O)N(Cc3ccccc3)C(=O)[C@@H]21
29: CC(C)(O)[C@H](O)COc1c2occc2cc2ccc(=O)oc12
30: CN(C)CC(C)(C)CNS(=O)(=O)c1cccc2nsnc12
assay / entry	25	26	27	28	29	30
TIM10 inh	3	21	-4	12	4	8
A3A deaminase	3	-3	-5	2	-5	-4
mIAP inh	13	0	2	-3	-11	-13
tim10-1 inh	-10	29	8	-3	-5	-13
mIAP act	0.87	1	0.98	1	1.1	1.1
beta cell repl	-1	-6	-1	-3	-9	-3
APOBEC3G inh	-7	-14	-7	0	4	-10
hIAP inh	11	-20	-16	4	-15	4
NLRP3 yeast inh	5	15	14	-12	-4	-4

31: COCCCNC(=S)NNC(=O)c1cc(-c2ccncc2)nc2ccccc12
32: Cc1c(NC(=S)NC(=O)c2ccc(COc3ccccc3)cc2)cccc1C(=O)O
33: O=C(OCCN=C1NS(=O)(=O)c2ccccc21)c1ccncc1
34: Cc1ccc(NC(=O)c2cccc3ccccc23)cc1
35: CC1(c2ccc([N+](=O)[O-])cc2)NC(=O)N(CC(=O)c2ccc3c(c2)OCO3)C1=O (stereo not given)
36: COc1ccc(CNCC(O)(c2ccccc2)c2ccc(F)cc2)cc1OC (stereo not given)
assay / entry	31	32	33	34	35	36
TIM10 inh	17	11	-19	13	10	0
A3A deaminase	-6	-3	0	-2	0	3
mIAP inh	-1	7	0	2	5	-5
tim10-1 inh	19	2	-3	-1	-8	34
mIAP act	1	0.93	1	0.98	0.95	1
beta cell repl	-4	-5	0	-3	-3	-3
APOBEC3G inh	-13	-6	-4	-1	-8	5
hIAP inh	-78	-3	6	-4	0	-14
NLRP3 yeast inh	16	9	5	25	8	19

37: Cc1cc(N2C(=O)C(O)=C(C(=O)c3ccco3)C2c2cccc(O)c2)no1 (stereo not given)
38: CCc1nnc(NC(=O)CCNC(=O)c2ccccc2Cl)s1
39: O=[N+]([O-])c1ccccc1N=Nc1ccc(O)cc1
40: Cc1cnc(C(=O)OCC(=O)Nc2ccccc2-c2ccccc2)cn1
41: CCN(CC)CCn1c2c(c(SCC(=O)Nc3ccc4c(c3)OCO4)nc1=O)CCC2
42: O=C(NCc1cccc(Cl)c1)c1cccc(S(=O)(=O)N2CCCC2)c1
assay / entry	37	38	39	40	41	42
TIM10 inh	-5	-6	14	7	-8	3
A3A deaminase	-5	8	0	-1	2	-4
mIAP inh	9	-2	4	-11	3	13
tim10-1 inh	-6	-5	25	33	-1	13
mIAP act	0.91	1	0.96	1.1	0.97	0.87
beta cell repl	2	0	-4	-5	0	4
APOBEC3G inh	-4	6	-4	0	-1	-9
hIAP inh	-2	4	22	-14	4	6
NLRP3 yeast inh	18	20	20	1	2	5

43: O=C(O)c1sccc1OCc1ccccc1
44: COc1ccc(S(=O)(=O)N(C)CC(=O)N2CCCCC2)cc1Cl
45: COc1ccc(S(=O)(=O)N2CCC(C(=O)NCCCn3ccnc3)CC2)cc1C
46: CCCCc1ccc(NC(=O)CSc2nnc(CNC(=O)c3ccco3)o2)cc1
47: COC(=O)Cc1cccc2c(=O)c3ccccc3oc12
48: O=C(CSc1nnc(Cn2nnc3ccccc32)o1)N(Cc1ccc(Cl)cc1)c1ccccc1
assay / entry	43	44	45	46	47	48
TIM10 inh	3	8	8	5	-14	22
A3A deaminase	2	-4	-5	-5	-5	-2
mIAP inh	-6	0	10	11	-13	-11
tim10-1 inh	7	0	-21	24	7	38
mIAP act	1.1	1	0.91	0.89	1.1	1.1
beta cell repl	-1	3	0	0	0	-7
APOBEC3G inh	1	-6	-10	-7	-5	-5
hIAP inh	3	-16	-4	-11	-20	-20
NLRP3 yeast inh	-6	11	16	-2	15	-9

49: CCOC(=O)C1=C(C)n2c(s/c(=C/c3cccc([N+](=O)[O-])c3)c2=O)=NC1c1ccc(O)c(OC)c1 (stereo not given)
50: CCOc1cc(C)ccc1OCc1nnc(SCC(=O)c2cccc([N+](=O)[O-])c2)n1C
51: Cc1cc(=O)[nH]c(SCC(=O)NCCOc2ccccc2)n1
52: Cc1ccccc1NC(=O)Nc1nnc(Cc2ccc([N+](=O)[O-])cc2)s1
53: Cc1ccccc1C1CC(=O)Oc2cc(O)ccc21 (stereo not given)
54: COc1cc(NC(C)CCCN)c2ncccc2c1 (stereo not given)
assay / entry	49	50	51	52	53	54
TIM10 inh	29	15	0	-16	-10	1
A3A deaminase	1	0	1	2	1	-8
mIAP inh	16	10	-14	4	-13	1
tim10-1 inh	39	12	3	10	26	4
mIAP act	0.84	0.9	1.1	0.96	1.1	0.99
beta cell repl	-6	-5	-4	0	·	-7
APOBEC3G inh	-3	8	-4	-3	-2	-10
hIAP inh	13	-15	3	-2	·	52*
NLRP3 yeast inh	22	14	3	16	·	26

Among those listed so far, these have a thiophene ring, fused or not.
6: Cc1nc(-c2cccc(NC(=O)c3cccs3)c2)cs1
7: O=c1c2c(-c3cccs3)csc2ncn1-n1cccc1
43: O=C(O)c1sccc1OCc1ccccc1
assay / entry	6	7	43
TIM10 inh	15	11	3
A3A deaminase	-2	2	2
mIAP inh	-9	-4	-6
tim10-1 inh	-3	20	7
mIAP act	1.1	1	1.1
beta cell repl	-1	-2	-1
APOBEC3G inh	-8	1	1
hIAP inh	-15	-5	3
NLRP3 yeast inh	30	-34	-6

Continuation:
55: CCNC(=O)C/C(C)=N/NC(=O)C(=O)Nc1ccc(CC)cc1
56: Cc1ccc(/C=C/C(=O)O)cc1S(=O)(=O)N1CCc2ccccc2C1
57: CS(=O)(=O)c1ccc2nc(NC(=O)c3ccco3)sc2c1
58: CCN(CC)S(=O)(=O)c1ccc2oc(C(=O)NCc3ccc(F)cc3)c(C)c2c1
59: O=C(NCCC1=CCCCC1)c1ccc2c(=O)n3c(nc2c1)CCCCC3
60: CCCc1nc(SCC(=O)N2c3ccccc3CC2C)c2c(C)c(C)sc2n1 (stereo not given)
assay / entry	55	56	57	58	59	60
TIM10 inh	9	1	29	32	-3	-16
A3A deaminase	-2	-3	4	1	-5	1
mIAP inh	0	-3	2	11	9	-7
tim10-1 inh	-9	9	31	44*	5	6
mIAP act	1	1	0.98	0.89	0.91	1.1
beta cell repl	-2	-2	-2	-5	5	-4
APOBEC3G inh	-10	-8	0	1	-7	-4
hIAP inh	-10	9	6	-12	10	10
NLRP3 yeast inh	11	17	13	5	11	16

61: CCOC(=O)c1sc(NC(=O)C(CC)Sc2nccn2C)nc1C (stereo not given)
62: CN1CCN(c2nnc(-c3ccc(F)cc3)c3ccccc23)CC1
63: N#CCN1CCN(CC(=O)c2ccc(Br)cc2)CC1
64: CCCSc1nsc(NC(=O)CC)n1
assay / entry	61	62	63	64
TIM10 inh	-3	9	-17	6
A3A deaminase	0	-2	-5	-5
mIAP inh	-4	-2	-9	0
tim10-1 inh	-3	-3	-6	0
mIAP act	1	1	1.1	1
beta cell repl	-1	-2	-1	3
APOBEC3G inh	-1	-2	-9	-6
hIAP inh	8	-6	0	5
NLRP3 yeast inh	4	-13	14	10
